FID counter: fluorescent intercalator displacement, NS3 helicase counter-screen | AID 1845 | inhibition, % at 7.9 µM | 290,000 tested, 0.17% active | DNA fluorescent intercalator displacement, fluorescence; in the data active = inhibition above about 37%;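 note: 0% = vehicle and 100% = reference compound; higher means more ethidium bromide displaced from hairpin DNA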
M18AAP inhibitor: blocks P. falciparum M18 aspartyl aminopeptidase; recombinant PfM18AAP, H-Glu-NHMec fluorogenic cleavage; inhibition, % at 7.35 µM; 290,000 tested, 1.2% active;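 active = inhibition above the campaign mean inhibition over all tested compounds plus 3 SD, cut at about 28% in these data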;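 note: 0% = plate median of test compound wells and 100% = 2 mM ZnCl2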
NALP1 inh: blocks the NALP1 inflammasome reconstituted in yeast | inhibition, % at 10 µM | S. cerevisiae NALP1/ASC/caspase-1 growth, X-gal OD620, 72 h | 280,000 tested, 0.61% active | AID 2071; in the data active = inhibition mostly above about 24%, no sharp cut-off; inactive = mostly below about 32%; note: some compounds called inactive have numbers as strong as hits
OXTR agonist: activates the human oxytocin receptor | P30559 | CHO-OTR cells, Fluo-8 calcium fluorescence; normalized: DMSO 0%, oxytocin 100% | activation, % at 3 µM | 320,000 tested, 0.32% active;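 active = activation above the mean of all tested compounds plus 3 SD, cutoff set per screening run, cut at about 20% in these data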;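 note: peak over basal fluorescence ratio from a 100 s FLIPR kinetic read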
Target sequence (P30559 whole entry, looked up): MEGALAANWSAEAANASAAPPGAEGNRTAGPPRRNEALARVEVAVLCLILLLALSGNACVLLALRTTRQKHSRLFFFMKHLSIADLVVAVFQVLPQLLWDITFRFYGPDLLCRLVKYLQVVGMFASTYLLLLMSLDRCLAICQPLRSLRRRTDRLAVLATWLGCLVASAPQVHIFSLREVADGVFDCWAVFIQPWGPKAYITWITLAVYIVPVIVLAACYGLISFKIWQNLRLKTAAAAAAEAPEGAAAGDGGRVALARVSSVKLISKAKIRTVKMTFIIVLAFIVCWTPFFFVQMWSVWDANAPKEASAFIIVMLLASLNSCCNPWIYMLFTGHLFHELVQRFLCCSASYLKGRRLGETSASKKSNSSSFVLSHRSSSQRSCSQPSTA
GPR7 antagonist: antagonists of human GPR7 (neuropeptides B/W receptor 1) | P48145 | GPR7-expressing cells, fluorescence antagonist assay | inhibition, % at 4.4 µM | 290,000 tested, 1.1% active | AID 1861; in the data active = inhibition above about 16%, passing the limit was not always enough;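 note: cells stimulated with the agonist NPW; 0% = agonist with vehicle and 100% = vehicle without agonist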
Target sequence (P48145 whole entry, looked up): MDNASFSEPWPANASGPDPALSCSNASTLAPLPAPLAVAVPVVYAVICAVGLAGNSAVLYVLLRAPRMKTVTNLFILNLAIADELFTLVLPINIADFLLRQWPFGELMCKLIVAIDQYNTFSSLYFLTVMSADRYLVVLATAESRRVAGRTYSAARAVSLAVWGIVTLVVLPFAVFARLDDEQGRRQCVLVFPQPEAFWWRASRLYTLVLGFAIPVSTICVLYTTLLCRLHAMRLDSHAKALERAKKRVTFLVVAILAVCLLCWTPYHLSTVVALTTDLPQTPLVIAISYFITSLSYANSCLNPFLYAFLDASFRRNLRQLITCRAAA
MEKK2 mut-MEK5: signal of MEK5 binding to mutant human MEKK2 PB1 domain; bead flow cytometry, Alexa488-MEK5 binding to MEKK2 mutant; percent response, % at 10 µM; 290,000 tested, 0.35% active; AID 1530; in the data active = percent response above about 24%, passing the limit was not always enough; note: inactives centre near 1; some results filed as inactive read as strong as hits; reference of the scale not given here
PHOSPHO1 block: PHOSPHO1 (human) inhibition; AID 1565; 290,000 tested, 1.1% active; recombinant PHOSPHO1, absorbance phosphatase assay; inhibition, % at 13.3 µM; Q8TCT1; in the data active = inhibition above about 60%
Target sequence (Q8TCT1 whole entry, looked up): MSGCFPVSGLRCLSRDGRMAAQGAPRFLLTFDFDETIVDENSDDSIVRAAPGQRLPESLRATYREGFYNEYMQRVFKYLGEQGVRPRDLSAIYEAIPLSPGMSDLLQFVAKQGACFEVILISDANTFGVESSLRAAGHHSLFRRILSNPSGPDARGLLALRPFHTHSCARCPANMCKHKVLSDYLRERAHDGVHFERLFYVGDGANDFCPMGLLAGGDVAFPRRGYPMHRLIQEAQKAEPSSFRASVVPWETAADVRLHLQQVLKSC
MEKK2wt PB1 HTS: raises or lowers MEK5 binding to wildtype human MEKK2 PB1 domain; Q9Y2U5; bead flow cytometry, Alexa488-MEK5 binding to MEKK2 WT; actives lie on both sides; binding response (% of control), % at 10 µM; 290,000 tested, 1.1% active; AID 1531; in the data active = binding response below about 67% or above about 130%
MEKK3 PB1 HTS: modulators (inhibitors or enhancers) of MEK5 binding to human MEKK3 PB1 domain. Q99759. bead-based flow cytometry, Alexa488-MEK5 binding to MEKK3; actives lie on both sides; 0 = blocked by unlabeled MEK5, 100 = vehicle. binding response (% of control), % at 10 µM. 290,000 tested, 1.4% active;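 active = binding response more than 3 SD above or below the average of its plate-row segment, actives on both sides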;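 note: Alexa488 bead fluorescence after subtracting the streptavidin-only scavenger bead signal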
Active calls of the source: *; · = not tested or not shown.

The line under a structure holds: FID counter	M18AAP inhibitor	NALP1 inh	OXTR agonist	GPR7 antagonist	MEKK2 mut-MEK5	PHOSPHO1 block	MEKK2wt PB1 HTS	MEKK3 PB1 HTS
- CCc1c(C)c2ccc(OCC(=O)NCC3CCC(C(=O)O)CC3)c(C)c2oc1=O (stereo unspecified)
 : -42	4	3	0.5	-12	0	24	99	98
- COc1ccc2c(c1)C(=O)[C@@H](O)[C@H](c1ccc(OC)c(Br)c1)O2
 : -15	9	20	3.6	6	2	8	101	102
- COC(=O)[C@@H](NC(=O)c1ccc2c(c1)S(=O)(=O)c1ccccc1C2=O)C(C)C
 : -11	5	13	1.9	22*	-12	19	91	92
- Cc1ccccc1C(=O)Nc1nnc(-c2ccco2)o1
 : -1	3	-42	-0.4	3	3	4	104	107
- O=C1NC(=O)/C(=C/c2ccc(-c3cccc([N+](=O)[O-])c3)o2)S1
 : -6	5	13	·	-2	-1	-1	101	103
- Cc1ccc(-c2nc3ncccc3o2)cc1NC(=O)COc1ccccc1
 : -4	0	-3	0.2	-1	4	14	109	107
- CCc1cc(C(=O)OC)c(NC(=O)CC2NCCNC2=O)s1 (stereo unspecified)
 : -6	2	17	-0.7	-10	-1	28	99	99
- CCS(=O)(=O)c1c(S(=O)(=O)CC)c2ccccn2c1C(N)=O
 : 5	-5	3	1.3	6	-1	28	112	121
- Cc1ccccc1-n1c(SCC(=O)Nc2c(C)cccc2C)nc(O)cc1=O
 : -26	9	2	0.9	-16	2	22	100	102
- CCOCCn1c(=NC(=O)CSCC(=O)Nc2cc(C)on2)sc2cc(OC)ccc21
 : -36	0	30	-1.1	0	-1	-7	108	101
- CCOC(=O)c1sc(-c2ccc(C(F)(F)F)cc2)nc1O
 : -13	-4	32*	6.8	-8	2	10	98	98
- CCOC(=O)c1cn(-c2c(Cl)cccc2Cl)c2cc(Cl)c([N+](=O)[O-])cc2c1=O
 : -21	-2	11	-0.8	-7	-4	19	93	105
- CCOC(=O)c1[nH]c2ccccc2c1NC(=O)NC(C)C
 : -9	-9	28	-0.2	-12	2	33	96	102
- COc1cccc(C2CC(c3cccs3)=NN2C(=O)CSc2nc3ccccc3o2)c1OC (stereo unspecified)
 : 0	-1	32	-0.5	-9	13	1	111	100
- CCN(CC)S(=O)(=O)c1ccc(N2CCCC2)c(C(=O)OCC(=O)N2CCCC2)c1
 : -37	0	-6	-0.6	-7	0	32	103	108
- CCCOc1ccc(N2CC(C(=O)Nc3ccccn3)CC2=O)cc1 (stereo unspecified)
 : -18	5	17	-0.2	-12	2	15	94	99
- COc1ccc(CNc2ccc3c(c2)CCC3)cc1OC
 : -1	4	1	-0.2	7	0	37	99	102
- COc1cc(NS(=O)(=O)c2ccc(NC(=S)NC(=O)CC(C)C)cc2)nc(OC)n1
 : -35	1	8	0.1	0	9	-29	97	91
- Cc1oc(-c2ccc(Cl)cc2)nc1CN1CCC(C(=O)NCCCN2CCOCC2)CC1
 : 28	-7	26	0.1	-5	0	23	101	92
- CCCn1cnc2scc(-c3ccc(C)c(C)c3)c2c1=O
 : -18	5	8	-2.1	-22	5	34	102	103
- O=C(NCCCNC(=O)c1ccc(Cl)cc1Cl)c1ccccn1
 : -13	-1	-3	0.7	-6	1	35	93	99
- Cc1ccc(S(=O)(=O)N(C)C)cc1NC(=S)N(CCC#N)Cc1cccnc1
 : -4	2	-1	0.8	-11	6	-10	104	103
- O=C(Nc1cc(C(F)(F)F)ccc1Cl)c1ccncc1
 : -5	6	-3	-1.6	-5	-5	7	96	103
- CC(=O)Nc1ccc(S(=O)(=O)N2CCN=C2C)cc1
 : 1	-3	-10	0.6	-11	7	37	110	103
- O=C(O)CCC(=O)Nc1ccccc1C(=O)NCCc1ccccc1
 : 1	-18	25	-0.8	4	-1	2	102	101
- Cc1ccc(Cn2nnc3c(=O)n(CC(=O)NCc4ccco4)cnc32)cc1
 : -7	-4	11	-2.4	-8	3	-7	105	98
- CCOC(=O)c1cccc(N2C(N)=NC(N)=NC2(C)C)c1
 : -1	0	1	1.1	16*	6	16	104	102
- C=CCOn1c(=O)c(-c2cc3ccccc3o2)[n+]([O-])c2ccccc21
 : -1	2	28*	-1.5	-5	-2	18	93	101
- O=C(Nc1c(-c2ccccc2)nc2ncccn12)c1cc2ccccc2oc1=O
 : -5	3	21	-1.5	-18	-3	14	101	113
- CC(C)(C)C(=O)c1cn(CC(=O)NCc2ccc3c(c2)OCO3)c2ccccc12
 : -19	0	5	-0.1	-5	1	-38	97	91
- Cc1nc2nc(-c3ccc(Cl)cc3)[nH]n2c(=O)c1Cc1ccccc1
 : 3	0	34	2.2	-7	-3	-10	97	90
- c1ccc2c(c1)Nc1ccncc1S2
 : 2	12	22	-0.1	-6	-26	-5	94	60
- O=C1c2ccccc2C(=O)N1CCCc1nc(-c2cccnc2)no1
 : -2	-16	-15	-0.4	0	-5	-7	92	84
- CC1(C)SC2c3ccccc3C(=O)N2[C@@H]1C(=O)NCc1ccco1 (stereo partly specified)
 : -4	0	-6	-0.1	-6	-1	-9	99	94
- CN(C)S(=O)(=O)c1cccc(NC(=O)COC(=O)CNC(=O)c2cccc([N+](=O)[O-])c2)c1
 : 5	0	·	0.5	-6	2	4	101	100
- Cc1ccc(NS(=O)(=O)c2ccc(C)c(NC(=O)COc3ccc4ccccc4c3)c2)c(C)c1
 : -17	-9	-4	-0.6	-18	-4	3	100	102
- COC(=O)c1ccc(C(=O)OC)c(NS(=O)(=O)c2ccc(NC(C)=O)cc2)c1
 : -4	10	-6	2.5	-9	8	-2	104	109
- Cn1ncc(Br)c1C(=O)N/N=C/c1ccc(OS(=O)(=O)c2ccccc2)cc1
 : -24	5	3	4.7	19	-1	-1	92	110
- COC(=O)[C@@H]1CC[C@H](C)[C@@H](c2ccc(C)cc2)N1C(=O)c1ccc(/C=N/O[C@@H](C)c2cn([C@H](CO)Cc3ccccc3)nn2)cc1
 : -49	-3	12	1.6	16	-3	1	96	105
- Cc1cc(CN(C)Cc2cn(C)nc2-c2ccc(Oc3ccccc3)cc2)on1
 : -21	-11	-8	2.2	-3	-20	16	91	88
- O=C(CNS(=O)(=O)/C=C/c1ccccc1)OCC(=O)N1CCC(Cc2ccccc2)CC1
 : -29	-17	-7	8.1	1	4	-7	106	104
- O=C(Cn1cnc2cc(Cl)ccc2c1=O)Nc1ccc2c(c1)OCO2
 : 3	1	5	0.2	-6	0	20	94	96
- O=C(NCCCc1ccccc1)N1CCOCC1
 : -3	-6	-16	0.3	-5	-3	57	98	98
- Cc1c(-c2ccccc2)[n+](=O)c(-c2ccc(Cl)cc2)c(C)n1[O-]
 : -2	5	6	-2.1	-7	12	41	111	105
- O=C(CSCc1ccc(F)cc1)NCc1cccs1
 : -2	-2	-7	-1.1	-17	0	0	100	100
- COc1cc(NC(=O)c2ccc(C)cc2C)ccc1NC(=O)c1cccs1
 : -30	0	12	0.0	-2	-4	19	93	96
- COc1ccccc1-n1c(C)nnc1SCC(=O)Nc1cc(C)cc(C)c1
 : -30	0	27	1.3	-5	-4	12	96	100
- O=C(NCc1ccccc1)c1cccc(OCC(=O)N2CCN(C(=O)c3ccco3)CC2)c1
 : -20	-1	-5	-0.2	-3	-1	4	98	97
- CN(C)c1ccc(/C=C(\NC(=O)c2ccccc2)C(=O)N/N=C/c2ccc(C(=O)O)cc2)cc1
 : -12	13	1	2.3	-10	-2	40	97	100
- CCC1CCCCN1CCCNC(=O)COc1cc(=O)n(C)c2ccccc12 (stereo unspecified)
 : 1	7	-8	-0.7	-5	7	16	108	104
- Cc1cccc(N2CCN(C(=O)C3CCN(S(=O)(=O)c4cnc[nH]4)CC3)CC2)c1C
 : -17	0	-11	0.5	-11	1	-1	98	98
- CCCNc1c(NC(C)=O)c(=O)oc2ccccc12
 : -3	14	-25	1.1	-12	2	-4	103	104
- COc1cc(C(=O)ON=C2C(C)=CC(=O)C=C2C)cc(OC)c1OC
 : 0	9	-7	2.1	3	2	16	96	102
- Cc1ccc(C(=O)N2CCN(S(C)(=O)=O)C2)cc1
 : 3	-8	0	-1.1	-8	-8	12	96	92
- CC1CC(C)CN(C(=O)CNC(=O)Cn2ccc3ccccc3c2=O)C1 (stereo unspecified)
 : -8	4	27	0.3	-2	-4	16	100	102
- CCCCNC(=S)N/N=C1\CCCCc2ccccc21
 : -18	0	31	-1.8	-17	-2	0	99	97
- O=C(C(=O)N1CCCc2ccccc21)N1CCCc2ccccc21
 : -15	-7	19	-1.4	0	-1	-3	100	107
- CN=C1c2cc3cc(OC)ccc3n2CCN1Cc1ccccc1
 : 8	8	41	·	4	·	13	·	·
- CN(C(=O)NC1CCCCC1)c1ccccc1
 : -5	8	12	-1.1	-11	0	35	99	102
- COc1nc(Nc2ccc([N+](=O)[O-])cc2)nc(NC(C)C)n1
 : -5	-4	18	-2.2	-5	-1	1	99	99

(list continues)
The line under a structure holds: FID counter	M18AAP inhibitor	NALP1 inh	OXTR agonist	GPR7 antagonist	MEKK2 mut-MEK5	PHOSPHO1 block	MEKK2wt PB1 HTS	MEKK3 PB1 HTS
- CC(C)(CNc1ccc(C(F)(F)F)cc1[N+](=O)[O-])N1CCOCC1
 : -8	0	4	-1.7	-4	-2	13	93	95
- Cc1ccccc1Cn1cc(NC(=O)c2cc3nc(-c4ccco4)cc(C(F)(F)F)n3n2)cn1
 : -5	-17	21	-1.8	-6	7	21	102	105
- Cc1c(C(=O)NCc2cccs2)oc2ccc(Br)cc12
 : -8	2	7	-1.9	12	-6	-2	90	96
- Cc1[nH]c(=O)[nH]c(=O)c1Sc1ccccc1[N+](=O)[O-]
 : -7	6	1	0.3	1	-1	14	94	93
- CCOC(=O)c1cc(C)sc1NC(=O)C(c1ccccc1)c1ccccc1
 : -4	-2	21	-0.7	-13	-4	-15	96	95
- O=C(CSc1nnc(-c2ccncc2)n1Cc1ccccc1)NCCc1ccccc1
 : -26	5	21	-1.1	3	6	20	103	101
- CCNc1nc(OC)nc(N(OC)S(=O)(=O)c2ccc(C)cc2)n1
 : -15	-7	16	-0.4	-11	2	20	100	101
- Cc1cc(C)cc(Nc2cnn(C34CC5CC(CC(CC(=O)O)(C5)C3)C4)c(=O)c2Cl)c1
 : -38	2	4	0.0	1	9	3	108	106
- CCc1c(C(=O)NNC(=S)Nc2ccc(S(=O)(=O)Nc3ncccn3)cc2)csc1C
 : -28	18	-4	-0.4	-17	2	-13	98	102
- CC(=O)N1CCCC1(C(=O)O)c1ccccc1 (stereo unspecified)
 : 0	-8	4	-0.2	-10	2	12	-3.0*	100
- O=C(N/N=C/c1ccc(O)c(O)c1O)/C(=C/c1ccc([N+](=O)[O-])cc1)NC(=O)c1ccccc1
 : -8	54*	9	-1.1	5	-6	12	86	100
- Cc1cn(-c2cc(C(=O)Nc3ccc(C)c(NC(=O)N4CCNC4=O)c3)cc(C(F)(F)F)c2)cn1
 : ·	·	·	0.1	·	1	26	78	88
- Cc1cc(-c2n[nH]c(=S)n2/N=C/C=C/c2ccccc2)n[nH]1
 : -4	10	36	-1.1	1	0	49	105	153*
- CCCNC(=O)NC(=O)c1cnccc1C(F)(F)F
 : -2	2	-7	1.1	-11	5	19	105	104
- CC(C)OC(=O)c1c(N)sc2c1CCCC2
 : -6	-2	·	-1.7	-4	·	·	·	·
- CC(C)CCNC(=O)[C@H](CC(C)C)NC(=O)[C@H]1O[C@@H]1C(=O)O
 : -2	-1	20	0.1	-16	3	-9	98	81
- CSc1nc(C)cc(/C=C\c2ccccc2)c1C#N
 : 2	-3	·	-1.8	1	-12	19	75	74
- COc1ccc2c(c1)CCc1cn3ncc(C#N)c3nc1-2
 : 0	-3	-1	-2.3	-10	-1	27	94	96

High-throughput results from PubChem.
